Assay outcomes: PubChem BioAssay, several laboratories
GC-A act = GC-A (human) enzyme activation; P16066; HEK293 GC-A cells, cGMP TR-FRET, EC30 ANP; 0% at EC30 ANP, 100% saturating ANP; activation, % at 10 µM; actives 0.14% (n = 370,000); AID 1671463; in the data active means activation above about 40%
Target sequence (P16066 whole entry, looked up): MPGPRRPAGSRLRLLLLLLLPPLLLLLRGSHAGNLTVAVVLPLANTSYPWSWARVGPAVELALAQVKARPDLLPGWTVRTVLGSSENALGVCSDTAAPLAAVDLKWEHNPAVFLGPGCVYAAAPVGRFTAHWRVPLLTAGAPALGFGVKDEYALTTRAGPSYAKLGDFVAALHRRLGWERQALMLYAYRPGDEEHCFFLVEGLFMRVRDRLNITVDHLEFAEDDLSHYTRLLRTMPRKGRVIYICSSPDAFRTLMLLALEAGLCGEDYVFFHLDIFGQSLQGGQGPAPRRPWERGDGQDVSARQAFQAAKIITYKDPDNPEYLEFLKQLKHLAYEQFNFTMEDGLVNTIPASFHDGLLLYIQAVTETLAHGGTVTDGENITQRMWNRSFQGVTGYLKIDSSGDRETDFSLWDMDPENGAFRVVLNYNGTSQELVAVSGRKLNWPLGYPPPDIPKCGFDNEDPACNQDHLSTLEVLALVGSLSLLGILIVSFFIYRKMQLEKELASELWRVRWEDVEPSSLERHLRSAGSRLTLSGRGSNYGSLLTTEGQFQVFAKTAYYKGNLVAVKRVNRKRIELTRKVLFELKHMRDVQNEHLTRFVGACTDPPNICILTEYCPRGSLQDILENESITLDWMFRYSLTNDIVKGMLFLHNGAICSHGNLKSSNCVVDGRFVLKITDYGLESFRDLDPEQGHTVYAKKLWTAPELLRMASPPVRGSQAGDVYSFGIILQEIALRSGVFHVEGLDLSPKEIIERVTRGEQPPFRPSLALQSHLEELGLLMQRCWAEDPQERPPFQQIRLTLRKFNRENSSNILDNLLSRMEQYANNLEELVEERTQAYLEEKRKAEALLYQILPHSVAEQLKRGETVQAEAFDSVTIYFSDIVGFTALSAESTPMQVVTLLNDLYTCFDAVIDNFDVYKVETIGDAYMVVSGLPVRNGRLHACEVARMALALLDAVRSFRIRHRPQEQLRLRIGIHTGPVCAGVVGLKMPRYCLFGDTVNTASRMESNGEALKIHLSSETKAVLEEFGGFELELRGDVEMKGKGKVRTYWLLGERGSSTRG
DAX1 inh-1 = DAX1 (NR0B1) inhibition, primary screen | HEK293T StAR-luciferase reporter, SF-1/DAX-1 repression relief | inhibition, % at 6.8 µM | actives 1.1% (n = 370,000) | AID 652010;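 active means inhibition above the mean over all tested compounds plus 3 SD, cut at about 3.6% in these data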;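 further: 0% = DAX-1 cells with DMSO and 100% = cells lacking DAX-1 with DMSO; higher inhibition means more luminescence from relief of DAX-1 repression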
DAX1 inh-2 = NR0B1 (DAX1) inhibition | AID 504766 | actives 0.99% (n = 340,000) | HEK293 Gal4-DAX1 luciferase reporter, luminescence | inhibition, % at 6.75 µM | P51843;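 active means inhibition above the mean over all tested compounds plus 3 SD, cut at about 4.2% in these data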;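 further: 0% = DAX1-transfected cells with DMSO and 100% = empty-vector control cells with DMSO; inhibition shows as a rise in luminescence from relieved DAX1 repression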
ssDAF12 agonist = activators of S. stercoralis DAF-12 nuclear receptor | AID 652126 | activation, % at 6.8 µM | HEK293 ssDAF-12/GRIP1 lit1-tk-luc reporter, luminescence; % of 3 µM dafachronic acid response | actives 1% (n = 370,000);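 active means activation above the mean over all tested compounds plus 3 SD, cut at about 0.9% in these data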;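 further: 0% = DMSO-only wells and 100% = 3 µM delta7-dafachronic acid wells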
SMARCA2 act = activators of SMARCA2 function | MG213 cells, MMTV-luciferase reporter, dexamethasone, overnight | activation, % at 9.1 µM | actives 1% (n = 370,000); in the data active means activation above about 7.8%;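 further: 0% = vehicle wells and 100% = reference activator wells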
FXN GAA850 act = increases GAA850 frataxin promoter reporter activity. HEK293 lucGAA850 FXN promoter luciferase reporter, 24 h; percent of 10 µM SAHA response. activation, % at 6 µM. actives 0.56% (n = 360,000). AID 540364;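 active means activation above the average of all compounds screened plus 3 SD, cutoff fixed separately per campaign, cut at about 7.5% in these data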;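 further: 0% = DMSO wells and 100% = 10 µM SAHA wells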
KLK7 zymogen act = activators of human kallikrein-7 zymogen. P49862. purified proKLK7, EDANS-DABCYL substrate fluorescence; 100% is mature enzyme control, 0% vehicle. activation, % at 7 µM. actives 0.9% (n = 370,000). AID 652039;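 active means activation above the mean of all tested compounds plus 3 SD, computed per campaign excluding outliers beyond control limits, cut at about 13% in these data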
sPLA2-III inh = Blocks human group III sPLA2 activity; QFRET BODIPY PC-A2 liposome hydrolysis, fluorescence; Q9NZ20; AID 743126; actives 0.56% (n = 370,000); inhibition, % at 12.2 µM;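 active means inhibition above mean plus 3 SD of compounds lying within the high and low control bounds, cut at about 19% in these data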;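 further: 0% = median of test compound wells and 100% = no enzyme DMSO wells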
NPR2 activator = GC-B (human) receptor activation; HEK293-GC-B cells, CNP EC30, cGMP TR-FRET; 0% at EC30 CNP, 100% saturating CNP; P20594; actives 0.11% (n = 370,000); activation, % at 10 µM;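 active means activation at 10 µM reaching about 35% in either raw or pattern-adjusted values, limit read from the data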
hcDAF12 agonist = activators of H. contortus DAF-12 nuclear receptor | HEK293 hcDAF-12 lit1-tk-luc reporter, luminescence; 0% DMSO, 100% Δ7-dafachronic acid | activation, % at 6.8 µM | actives 1.4% (n = 370,000) | AID 652067;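 active means activation above the mean of all tested compounds plus 3 SD, cut at about 5.5% in these data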;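 further: 100% = response to 3 µM Δ7-dafachronic acid high control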
hgDAF-12 ag = activates the H. glycines DAF-12 receptor ligand-binding domain; AID 687014; HEK293 GAL4-hgDAF12 UAS-luciferase reporter, agonist luminescence; normalized to butyrate control; actives 1.8% (n = 370,000); activation, % at 6.8 µM;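 active means activation above a cutoff set at the mean of all screened compounds plus 3 SD, cut at about 10% in these data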;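 further: 0% = DMSO wells and 100% = sodium butyrate wells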
* hit, by the source's call; · = no result given.

Results follow in this order: GC-A act, DAX1 inh-1, DAX1 inh-2, ssDAF12 agonist, SMARCA2 act, FXN GAA850 act, KLK7 zymogen act, sPLA2-III inh, NPR2 activator, hcDAF12 agonist, hgDAF-12 ag
CC(C)CC1NC(=O)N(CC(=O)c2ccc3c(c2)OCCO3)C1=O (stereo not given)
    -2, 1.8, 0.7, 0.3, 3, 4.0, -0.5, -1, 10, 4.1, 9.4
CCN=c1scc(C)n1/N=C/c1cc(Br)c(O)c(OC)c1
    3, -0.1, -1.3, -2.4, -5, -0.9, -2.5, 5, 5, -2.8, -7.6
COc1ccc(CN2C(=O)c3ccccc3C2=O)cc1C(=O)OCC(=O)NC1CCCCC1
    4, -0.5, -2.5, -1.3, -2, 2.5, 0.1, 7, 8, -0.8, 3.4
CC(=O)Nc1ccc(C2NC(=O)c3ccccc3O2)cc1 (stereo not given)
    2, 0.2, 0.9, -0.9, 2, -0.1, -2.3, -1, 0, -0.3, 0.7
O=C(Nc1ccc2ccccc2c1)c1ccc(Cl)cc1
    -1, 3.8*, 3.9, 1.7*, 6, 3.1, 1.1, 3, -6, 6.8*, 16*
Cc1ccc(C(=O)n2c(-c3ccccc3)cnc2SCC(=O)Nc2ccccc2)cc1
    2, -0.2, -1.1, 0.1, 4, 0.4, 0.1, -1, 3, -1.0, 1.2
CC(=NCCc1c(C)[nH]c2ccc(C)cc12)C1=C(O)CC(c2ccccc2)CC1=O (stereo not given)
    -3, -2.3, -3.3, -2.1, -3, -5.8, 0.7, -1, -9, -2.6, -1.7
Cn1ncc([N+](=O)[O-])c1C(=O)Nc1ccc(-c2nc3ccccc3o2)cc1
    6, 0.0, 0.2, -1.0, 3, 2.0, 0.5, -15, 2, -0.6, 8.1
CCc1cc2c(N=Nc3c(O)[nH]c4ccccc34)ncnc2s1
    -1, 0.5, 0.3, 0.1, -3, 2.3, -0.1, -10, -7, 5.2, -1.3
CSc1nc(SCCO)c2sc3nc(-c4ccco4)c4c(c3c2n1)CC(C)(C)OC4
    -5, -0.5, -0.8, -1.3, -1, -2.6, -3.6, 12, -7, -0.4, 0.0
COC(=O)C(Cc1c[nH]c2ccccc12)NC(=O)c1cncc(Br)c1 (stereo not given)
    -7, -0.4, 1.0, 0.0, 0, 4.1, -0.2, -55, -1, 5.2, 0.8
Cc1ccc(S(=O)(=O)N2CCC(C(=O)N[C@@H](C)C(=O)Nc3ccc(F)cc3)CC2)cc1
    3, 1.6, 0.3, -0.9, 0, -1.3, 0.7, 3, 3, -0.5, 0.7
COc1cccc(C(=O)Nc2ccc(Cl)c(C(F)(F)F)c2)c1
    -3, 0.7, 0.3, -0.9, 1, 3.8, 0.4, -4, -10, -1.1, 3.1
C=CCOc1ccc(CNn2cn[nH]c2=S)cc1
    1, 1.1, -0.8, -0.7, -1, 0.2, -0.1, -1, -1, 0.1, 1.5
CC1=C(C(N)=O)C(c2cccnc2)n2nc(-c3cccc(C)c3)nc2N1 (stereo not given)
    3, -0.3, -0.5, -0.8, -3, 0.1, 0.2, 11, 6, -1.4, 1.6
CCCN1CCC(=NNc2ccc(C(=O)O)cc2)CC1
    2, -1.1, -2.7, -1.6, 1, 0.1, 0.2, 2, -4, -2.9, -1.1
O=C(N/N=C/c1ccc(-c2ccccc2[N+](=O)[O-])o1)[C@H]1C[C@@H]1c1ccccc1
    -8, -2.5, -0.5, -1.1, -2, 0.5, 0.1, -8, 0, -0.8, 2.3
Cc1oc(S(=O)(=O)N2CCCC2)cc1C(=O)Nc1ccccc1
    -1, -0.3, 2.4, -1.0, -3, 0.1, 0.3, -1, -4, -0.4, -0.7
Cc1ccccc1NC(=S)NC1CCN(Cc2ccccc2)CC1
    0, -0.5, 1.1, -1.3, -2, -2.4, -0.7, 10, 2, 0.2, -0.3
CN(C)C(=O)CCc1ccc2c3c([nH]c2c1)[C@]1(CCC2CCCC2)[C@@H](C(=O)N2CCOCC2)C[C@H](CC(=O)NCCCn2ccnc2)C(=O)N1CC3
    6, 0.2, -0.1, -0.6, -4, -1.1, 1.3, -2, 3, 1.2, 2.9

In the list so far, these have an aryl methoxy group:
Results follow in this order: GC-A act, DAX1 inh-1, DAX1 inh-2, ssDAF12 agonist, SMARCA2 act, FXN GAA850 act, KLK7 zymogen act, sPLA2-III inh, NPR2 activator, hcDAF12 agonist, hgDAF-12 ag
CCN=c1scc(C)n1/N=C/c1cc(Br)c(O)c(OC)c1
    3, -0.1, -1.3, -2.4, -5, -0.9, -2.5, 5, 5, -2.8, -7.6
COc1ccc(CN2C(=O)c3ccccc3C2=O)cc1C(=O)OCC(=O)NC1CCCCC1
    4, -0.5, -2.5, -1.3, -2, 2.5, 0.1, 7, 8, -0.8, 3.4
COc1cccc(C(=O)Nc2ccc(Cl)c(C(F)(F)F)c2)c1
    -3, 0.7, 0.3, -0.9, 1, 3.8, 0.4, -4, -10, -1.1, 3.1

(further entries)
Results follow in this order: GC-A act, DAX1 inh-1, DAX1 inh-2, ssDAF12 agonist, SMARCA2 act, FXN GAA850 act, KLK7 zymogen act, sPLA2-III inh, NPR2 activator, hcDAF12 agonist, hgDAF-12 ag
O=C(Nc1ccccc1N1CCCCC1)c1ccc(-c2cc(Cl)ccc2Cl)o1
    -6, -0.5, 0.0, -0.9, -3, 0.7, -0.2, 7, 5, 0.5, 1.7
CC(C)[C@H](NC(=O)c1cccc(S(=O)(=O)N2CCOCC2)c1)C(=O)NCc1ccc(F)cc1
    0, -0.2, 0.6, -1.4, 2, -2.6, 2.1, -5, 4, 2.1, 1.5
c1ccc2c(c1)nc(N1CCCCCC1)c1ccccc12
    -4, 0.4, 0.6, -1.4, -2, 2.0, -1.8, 6, -4, -0.9, 0.0
Cc1ccc(S(=O)(=O)N(C)C)cc1-n1c(SCC(=O)Nc2ccccc2)nc2ccccc2c1=O
    -10, -0.4, 0.3, -1.1, -1, -2.2, -0.3, -27, 1, -3.2, -3.5
O=C(O)c1cccc(-c2csc(C(O)c3ccc(F)c(F)c3)n2)c1 (stereo not given)
    1, 2.3, ·, -0.7, 2, 0.6, -0.3, -4, -1, 1.1, 7.3
Cn1nc(C(F)(F)F)cc1C(=O)Nc1ccc(-c2ccno2)cc1
    -2, -1.2, 2.1, -1.6, -3, 2.4, -0.6, -8, 0, -1.6, -0.4
CCOC(=O)C1=C(C)NC(C)=C(C(=O)OCC)C1C(=O)OCC(=O)NCCc1ccc(S(N)(=O)=O)cc1
    -6, -0.7, 0.2, -1.4, -4, -1.2, 1.6, -10, -15, 0.4, -1.0
Cc1cccc(Nc2nc(-c3ccc(F)c(C)c3)cs2)n1
    10, 2.1, 5.4*, 1.2*, 5, 4.4, -0.5, -6, 1, 9.0*, 14*
CC(C)Sc1nc(N)c2c3c(sc2n1)CN(C)CC3
    14, 1.1, -0.1, -1.2, 3, 4.8, -0.4, -1, 1, 0.6, 2.8
COc1ccccc1NC(=S)Nc1ccccn1
    5, -0.1, -0.3, -1.6, 1, 6.0, 0.5, 7, 5, -0.1, 1.1
CC(=O)c1cccc(NC(=O)C2Cc3c(-c4ccccc4)ccnc3O2)c1 (stereo not given)
    1, -3.7, ·, -1.8, -3, -1.0, -1.5, -10, -2, -2.5, -4.1
Cc1ccc(C(=O)C2CCNCC2)cc1
    -3, 0.7, 0.3, -1.2, 5, 1.3, 0.1, -4, 2, 3.2, 1.9
CN(/C=C/C(=C\C=[N+](C)c1ccccc1)OCCCS(=O)(=O)[O-])c1ccccc1
    -1, -0.3, 0.3, 0.8, -4, -0.7, -0.2, 5, 0, 5.6*, -3.1
CC1CN(c2ccc(Cl)nn2)CC(C)O1 (stereo not given)
    5, 0.7, 2.1, -1.1, -2, -1.1, -0.2, 5, 2, 0.3, 0.9
CC1CSC(N(C(=O)c2ccc(S(C)(=O)=O)cc2)c2ccc(Cl)cc2)=N1 (stereo not given)
    7, -0.1, -0.1, -0.4, -2, 2.1, 0.1, 4, 3, -1.6, -0.3
O=C(c1ccccc1)C(C(=O)N1CCCCC1)n1ccccc1=O (stereo not given)
    -2, -0.4, 0.5, -1.8, -5, 2.0, 0.2, 10, 7, 0.8, -0.9
CCCC(=O)N1CCN(c2ccc(NC(=O)c3ccc(N4CCCC4)c([N+](=O)[O-])c3)cc2Cl)CC1
    2, 0.1, -0.1, -0.9, -4, 0.7, -0.5, 16, 0, -0.9, 2.2
Cc1ccc(C(C)C)c(OCCCCCN2CCOCC2)c1
    -1, 0.1, -0.3, -0.9, -1, -0.2, 0.2, -9, 6, 0.0, 2.7
O=C(CCCN1C(=O)c2ccccc2C1=O)Nc1nncs1
    0, -0.2, 0.1, -0.8, -5, 2.3, -0.1, -2, 10, -0.9, -1.0
Cc1onc(-c2ccccc2)c1C(=O)N=C(N)c1ccc(Cl)cc1
    0, -0.3, -0.1, -1.7, -3, 1.6, -0.2, -7, -7, 0.3, 1.0
Cc1cn(C(=O)c2ccccc2)c(=S)n1-c1ccc(Cl)cc1
    0, -1.3, -0.1, -1.9, 0, 1.0, -2.0, -6, -8, 0.2, 2.5
O=C(Nc1cccc(-c2cn3cccnc3n2)c1)Nc1ccccc1F
    9, -0.5, -1.4, -1.2, 0, 0.9, 0.2, -7, 2, -1.9, -0.7
COc1ccc(C)cc1-n1nnnc1SCc1nc2ccccc2s1
    -9, 1.3, 0.1, 1.2*, 3, 5.6, -0.1, -25, 1, 5.9*, 6.2
COc1ccc(S(=O)(=O)N(C)C[C@H]2Oc3c(NS(=O)(=O)c4cn(C)cn4)cccc3C(=O)N([C@H](C)CO)C[C@@H]2C)cc1
    0, -0.4, 1.6, -1.1, -1, 0.8, 0.0, 0, 9, -0.4, 1.2
COC(=O)[C@]12C[C@H](CC(=O)N3CCOCC3)C(=O)N(Cc3ccc(Cl)cc3Cl)C1=C[C@H](C(C)(C)C)O[C@@H]2C
    -24, -0.5, ·, -1.3, -4, ·, 0.1, -8, -21, -0.2, 1.5
COc1ccc(CCNC(=O)c2cc(C3CC3)on2)cc1OC
    2, -0.4, -0.8, -1.3, -2, 3.2, -0.5, -3, -6, 0.3, 0.8
O=C1c2oc3ccccc3c(=O)c2C(c2cccs2)N1CCCN1CCOCC1 (stereo not given)
    7, -0.1, 1.0, -1.0, 1, 2.1, 0.4, -1, -4, 1.3, -0.2
O=Cc1ccc(OCC(=O)N2CCOCC2)cc1
    4, 0.4, -0.3, -1.6, 1, -2.3, -0.8, -6, 0, -0.5, 1.0
CCCOc1ccc(N2C(=O)CC(N3CCC(c4nncn4CC)CC3)C2=O)cc1 (stereo not given)
    0, -0.5, -0.2, -0.9, 0, -1.8, 1.0, 2, 2, -1.6, -0.3
CCOc1ccc(N(CC(=O)NC2CCCCC2)C(=O)CCC(=O)Nc2ccccn2)cc1
    3, -0.2, -2.1, -0.6, -4, 0.4, 0.0, 9, 6, -0.8, 0.8
CC(C)c1ccccc1NC(=O)c1cccc(NC(=O)c2ccccc2)c1
    0, -1.3, 0.7, -1.6, -5, -2.5, -0.2, -5, 12, -2.5, -3.5
O=C1CC(c2ccc(F)cc2)c2cc3c(cc2N1)CCC3 (stereo not given)
    -6, -0.8, -1.1, -1.5, -4, 0.4, -0.3, -1, -1, -2.2, -2.8
